Source: PubChem BioAssay
CSN inh = CSN deneddylation inhibition. Purified CSN, SCF-Nedd8-OG deneddylation, fluorescence polarization. Q92905. inhibition, % at 12.5 µM. AID 651999. actives 0.38% (n = 360,000);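 active = pattern-corrected inhibition above about 35%, with an unprinted fluorescence ratio check between 0.5 and 1.5, limit read from the data, passing the limit was not always enough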;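 note: 0% = enzyme with substrate and 100% = substrate without enzyme; some results filed as inactive read as strong as hits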
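test system = HEK293T-derived human Csn5 enzyme | amount = 0.24 nM Csn5 enzyme, final concentration | medium = Tris/NaCl/DTT buffer, pH 7.5 | schedule = 90 min reaction at room temperature | signal = FP | evaluation = inhibition of Csn5 cleavage, % | compound dosing = single dose of 12.5 µM compound with 0.25% DMSO | probe or stimulus = 10 nM SCFSkp2-Nedd8OG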
Neddyl block = blocks human cullin neddylation | P61081+Q13564 | TR-FRET cullin neddylation, biochemical | calls only at 25 µM | actives 0.58% (n = 360,000); in the data active = inhibition above about 36%
E coli Lon inh = inhibitors of E. coli Lon protease; P0A9M0; purified E. coli Lon protease, fluorescence polarization; inhibition, % at 7.94 µM; actives 0.42% (n = 360,000); AID 602123; in the data active = inhibition above about 13%, passing the limit was not always enough;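 note: 0% = enzyme with probe and DMSO and 100% = no enzyme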
Rin1 Abl inh = human Rin1-Abl interaction inhibition. P00519+Q13671. TR-FRET Rin1/Abl binding, biochemical. inhibition, % at 7.35 µM. actives 0.4% (n = 360,000). AID 588664; in the data active = inhibition above about 5%, passing the limit was not always enough
TbMetRS inhib = Trypanosoma brucei MetRS inhibition | purified T. brucei MetRS, ATP depletion, Kinase-Glo luminescence | inhibition, % at 11.9 µM | actives 0.4% (n = 360,000) | AID 624268;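 active = inhibition above a per-plate cutoff of the control wells' mean inhibition plus 3 SD, cut at about 5.5% in these data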;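 note: 0% = DMSO wells median and 100% = median of wells with control inhibitor compound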
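Material – parasite MetRS enzyme · Medium – HEPES-MgCl2-KCl buffer plus DTT, spermine, BSA, pyrophosphatase · Reagent – ATP, methionine and E. coli bulk tRNA substrates · Times – 15 min enzyme-compound preincubation, 2 h reaction, 10 min detection, 25 °C · Measured by – luminescence of leftover ATP · Evaluation – percent inhibition relative to median high and low control wells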
FAS TE block = FAS thioesterase (human) inhibition; P49327; recombinant FAS-TE, OMFH fluorogenic substrate, fluorescence endpoint; inhibition, % at 15 µM; actives 0.67% (n = 360,000);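 active = compounds whose normalised, plate-corrected inhibition of enzyme fluorescence in the single-dose primary screen is 50% or more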;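 note: 0% = DMSO with enzyme and 100% = substrate without enzyme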
MLLE-PAM2 inh = inhibitors of microRNA-mediated deadenylation, human PABP1 MLLE binding. inhibition, % at 20 µM. GST-MLLE / FITC-PAM2 fluorescence polarization. actives 0.36% (n = 360,000). P11940; in the data active = inhibition above about 35%, passing the limit was not always enough;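 note: plate controls were DMSO wells with GST-MLLE for no effect and wells lacking GST-MLLE protein for full effect; some results filed as inactive read as strong as hits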
MsrA inh = inhibits bovine methionine sulfoxide reductase A. purified bovine MsrA, absorbance read-out. inhibition, % at 15.5 µM. actives 0.75% (n = 360,000). AID 651718; in the data active = inhibition above about 4.5%;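 note: 0% = vehicle wells with enzyme and 100% = reference inhibitor wells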
bovine MsrA act = activates bovine MsrA enzyme | purified bovine MsrA, absorbance read-out | activation, % at 10.6 µM | actives 0.3% (n = 360,000) | AID 602163; in the data active = activation above about 7.5%;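 note: 0% = vehicle and 100% = reference activator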
* = called active by the depositor; i = inactive; . = not tested or not shown.

no.	smiles	CSN inh	Neddyl block	E coli Lon inh	Rin1 Abl inh	TbMetRS inhib	FAS TE block	MLLE-PAM2 inh	MsrA inh	bovine MsrA act
1	CCCCCc1cc(=O)oc2c(C(CCN3CCCCC3)c3ccc(OC)cc3)c(OC)cc(OC)c12 (stereo not drawn)	0.7	.	-0.3	1.6	0.0	5.8	-1.9	-1.1	-2.1
2	CCCC(=O)Nc1c(-c2ccccc2)c(=O)c(C)nn1-c1ccc(Cl)cc1	-2.1	i	-9.7	-1.0	-0.3	-11.8	10.5	0.2	-2.2
3	CCc1nc2c(OCc3cccc(OC)c3)cccn2c1N(C)C(=O)C(C)C	-4.7	i	-13.2	2.5	-0.1	-6.8	13.1	-0.1	-2.5
4	O=C(Nc1ccon1)Nc1cccc(Cl)c1Cl	-6.3	i	-5.6	-0.6	-0.6	2.2	-9.1	-0.7	-3.7
5	Nc1nnnn1/N=C/c1cccs1	-1.6	i	-9.0	2.4	-0.7	-6.7	14.8	0.3	-4.4
6	Cc1cc(NC(=O)COC(=O)C2CCN(C(=O)c3ccc(Cl)cc3)CC2)no1	4.4	i	2.9	-2.3	0.2	-4.4	-7.3	-1.0	-2.2
7	COCc1ccccc1C1=CC(=O)C[C@H](c2ccc(F)cc2)C1	-4.9	i	-5.7	4.7	-0.2	7.8	8.9	0.4	-3.0
8	Cc1ccc(C)c(N2CCN(S(=O)(=O)c3ccc4c(c3)CC(=O)N4C)CC2)c1	3.9	i	-4.6	0.7	-0.5	31.8	5.0	-0.1	-1.7
9	CC(C)c1ccc(NC(=S)NC2CC3C=CC2C3)cc1 (stereo not drawn)	6.0	i	-0.8	-2.5	-0.4	18.4	-62.7	-0.2	-0.9
10	O=C(CSc1nnc(-c2ccco2)n1CC1CCCO1)N1CCCCC1 (stereo not drawn)	-5.7	i	5.5	2.4	0.2	-8.5	15.3	-0.8	-3.0
11	CCOC(=O)c1c(-c2cccc([N+](=O)[O-])c2)csc1N	-0.5	i	4.3	2.0	-0.1	16.8	25.9	-0.8	-3.0
12	COC(=O)c1sc(=S)n(-c2cccc(Cl)c2)c1N	0.0	i	-4.4	-2.2	-0.5	-1.9	38.4	0.0	-4.4
13	O=C(CCNc1n[nH]c(=O)[nH]c1=O)N/N=C\c1cccc(OCc2ccccc2)c1	-16.7	i	3.0	-1.4	0.1	-3.7	3.7	0.3	-2.4
14	Cc1cc(=O)[nH]c(SCC(=O)NC(C)C2CC3CCC2C3)c1C#N (stereo not drawn)	-4.1	i	-8.0	2.7	-0.7	2.1	-0.9	-0.1	-8.2
15	CSc1ccc(/C=C/C(=O)c2c(O)cc(C)oc2=O)cc1	10.8	i	-64.6	-1.4	-1.4	-3.0	-37.3	0.3	-3.9
16	c1csc(-c2nnc3ccccn23)c1	-5.1	i	-2.1	-3.4	-0.3	-3.6	7.9	0.3	-0.9
17	O=S(=O)(c1ccc2ccccc2c1)N1CCCOC1	0.0	i	-2.7	2.1	-0.5	-3.2	-5.5	-0.3	-0.9
18	c1ccc(CCNc2nc(-c3cccnc3)cs2)cc1	-5.4	i	-1.8	-1.9	-0.4	-4.4	8.5	-0.8	-11.5
19	CCO[C@@H]1OC(C(=O)N2CCOCC2)=C[C@H](c2coc3ccccc3c2=O)[C@H]1CCCO	-1.5	i	1.3	1.9	-0.3	-10.5	-7.4	0.0	-10.1
20	CC(=O)c1cc(N2CCC(C(=O)O)CC2)ccc1[N+](=O)[O-]	-12.9	i	-3.8	-1.0	-1.3	-1.5	5.7	2.7	-8.0
21	Cc1ccc(S(=O)(=O)Nc2ccccc2-c2ccccc2)cc1	-4.2	i	-5.0	-1.6	-0.5	15.2	-25.2	-1.1	-2.1
22	COc1ccc(NS(=O)(=O)c2ccc3c(c2)N(C(C)=O)CC(C)S3)c(OC)c1 (stereo not drawn)	2.4	i	-3.5	-6.2	-0.3	-1.1	-4.1	-0.2	-8.3
23	Cc1ccsc1C(=O)OCC(=O)NCC1CCCO1 (stereo not drawn)	2.7	i	2.4	0.8	-0.6	-8.6	3.9	-0.6	-1.6
24	O=C1CCCN1CC(O)CS(=O)(=O)c1ccccc1 (stereo not drawn)	-1.1	i	3.9	-3.8	-1.0	-4.9	1.6	0.1	-4.7
25	CN(C(=O)COC(=O)CCC(=O)c1ccc(Cl)cc1)c1c(N)n(Cc2ccccc2)c(=O)[nH]c1=O	4.6	i	-3.2	0.5	-0.5	-2.7	-3.6	-1.1	-4.3
26	Cc1cc(C)cc(NC(=O)C2CCN(c3cnccn3)CC2)c1	5.3	i	-2.7	1.9	-0.3	-5.1	0.9	0.5	-3.6
27	Cc1ccc(NC(=O)CN2C(=O)COc3ccc(S(=O)(=O)N4CCCC4)cc32)c(C)c1	-6.2	i	3.1	2.9	-0.3	1.0	9.6	0.6	-0.6
28	Cc1ccc(N2CC(C(=O)NCc3cccs3)CC2=O)cc1 (stereo not drawn)	-1.1	i	0.3	6.1	-0.8	-9.2	-14.6	-1.3	-13.1
29	Cn1c(=O)c2c(ncn2CC(=O)OCC(=O)Nc2cccc(C#N)c2)n(C)c1=O	0.4	i	-3.6	1.5	-0.3	-6.0	-4.2	0.3	-3.6
30	Cc1cc(C#N)c(C)n1-c1cc(S(=O)(=O)N2CCOCC2)ccc1N1CCCC1	0.1	i	-7.0	0.7	1.4	5.2	29.7	-1.2	-1.2

Next section
no.	smiles	CSN inh	Neddyl block	E coli Lon inh	Rin1 Abl inh	TbMetRS inhib	FAS TE block	MLLE-PAM2 inh	MsrA inh	bovine MsrA act
31	Cc1ccccc1-c1cc(C(=O)NCc2cccs2)nn1CC1CC(c2cccc([N+](=O)[O-])c2)=NO1 (stereo not drawn)	0.1	i	-16.5	2.6	-0.5	37.0	3.0	2.8	-7.9
32	COc1ccc(NC(=O)CCN=C2NS(=O)(=O)c3ccccc32)cc1S(=O)(=O)N(C)C	2.0	i	3.6	2.0	-0.3	-8.9	7.5	0.1	-5.0
33	COC(=O)c1sccc1N/N=C(\C)c1ccc(F)c(Cl)c1	-3.1	i	-11.7	-2.5	0.2	6.1	4.1	-0.1	-1.5
34	Cc1cc(C)c2cc(CN(CCO)Cc3nnnn3Cc3ccc(F)cc3)c(=O)[nH]c2c1	0.1	i	2.2	0.5	-1.1	-1.5	11.5	0.6	-5.7
35	CCCc1nnc(NC(=O)CCC(=O)N2CCN(S(=O)(=O)c3ccc(F)cc3)CC2)s1	-1.8	i	-2.1	1.5	-0.2	-3.2	-4.7	0.0	-2.6
36	O=S(=O)(Nc1ccc(OC(F)(F)F)cc1)c1cccc2nonc12	0.1	i	0.7	-3.5	-0.7	1.2	-0.6	1.3	-7.8
37	CC1=[N+](C)N(c2ccccc2)C(=O)C1N=Cc1c(Cl)cccc1Cl (stereo not drawn)	-1.3	i	-10.1	1.0	-0.3	-4.4	7.9	0.1	5.2
38	COc1ccc(C)cc1NCc1ccc([N+](=O)[O-])cc1	-2.3	i	2.5	0.0	-0.4	21.7	0.7	0.1	-2.8
39	CCCCC(=O)N(C)c1c(CC)nc2c(OCc3ccc(C(F)(F)F)cc3)cccn12	0.8	i	-5.4	-1.5	0.1	21.0	-1.9	-0.5	-0.5
40	Cc1ccccc1NC(=O)c1ccco1	3.1	i	-6.6	-5.3	0.1	-5.3	1.4	-1.0	-7.2
41	CN(C)c1nc(N(C)C)n(C(=O)c2ccc(F)cc2)n1	-9.5	i	3.0	1.4	-0.3	-3.8	-9.5	0.0	-0.5
42	C=CCNc1nc(Nc2ccc(OC)cc2OC)nc(OCC)n1	-1.7	i	0.1	-1.3	0.6	-1.9	-10.1	-0.3	0.8
43	CCOc1cnn(-c2cc(Oc3ccc(C)cc3)ncn2)c(=O)c1Cl	5.1	i	0.3	-0.9	0.1	-1.6	4.7	-0.4	0.8
44	COc1ccc(C(=O)O)cc1S(=O)(=O)NCCc1ccccn1	0.7	i	-5.0	-3.4	-0.4	-4.3	19.9	0.5	-2.3
45	COc1ccc(/C=C/C(=O)Nc2ccccc2C)cc1S(=O)(=O)N1CCOCC1	1.8	i	-3.5	-6.0	-0.5	2.9	4.3	1.6	-3.3
46	CCOc1cc(C)c(Cl)cc1S(=O)(=O)NCc1ccco1	-2.8	i	-1.1	0.6	-1.7	2.6	-2.5	0.7	-11.5
47	NC(=O)CSc1n[nH]c(=O)n1CCc1ccccc1	-1.4	i	-9.0	-1.4	-0.7	-2.1	-13.0	-0.5	-4.3
48	COC(c1ccccc1)c1nnc(CCC(=O)NCc2cccc(-n3cccn3)c2)o1 (stereo not drawn)	0.6	i	-2.6	3.8	-0.3	-7.1	8.6	-0.4	-5.1
49	NC(=O)CN1CCCN(S(=O)(=O)c2ccc(Br)cc2)CC1	7.5	i	-3.1	-2.8	-0.3	-6.5	-0.2	-0.4	-2.1
50	COc1ccc(-c2c(C(F)(F)F)[nH]n3c(=O)cc(-c4ccccc4)nc23)cc1	2.0	.	-22.2	-3.5	0.1	21.2	1.8	-0.5	-1.8
51	Cc1ccccc1N(CC(=O)NC1CCCCC1)C(=O)c1csnn1	0.5	i	-1.1	0.7	0.7	-2.8	10.6	-0.9	-2.0
52	O=C(NC1CCCC1)c1nc2c(nnn2Cc2cccc(Cl)c2)c(=O)[nH]1	4.5	i	0.7	-1.2	-0.3	-4.6	3.5	-1.0	-3.8
53	O=S(=O)(Nc1ccccc1)c1cccc2nsnc12	4.6	i	0.1	-4.9	-0.2	0.4	10.0	-0.2	0.1
54	O=C(CSc1ccccc1)NCCSCc1ccccc1	-3.4	i	-6.3	-0.6	0.1	-6.1	-7.3	0.3	-3.8
55	O=C(Nc1cccc(Cl)c1)C1C2C=CC3(O2)C1C(=O)N(CCN1CCCCC1)C3C(=O)NC1CCCCC1 (stereo not drawn)	3.4	i	-0.6	2.8	-0.4	-4.8	-3.4	-0.6	-0.6
56	CCOc1cc(-c2sc(Nc3ccccc3)n[n+]2-c2ccc(F)cc2)ccc1OC	1.4	i	-10.6	6.1	-0.4	-16.8	-114.3	-0.6	-10.5
57	Cc1ccc(/C=C(\C#N)c2nn(-c3ccccc3)c(N)c2C#N)cc1	-6.7	i	-10.1	-4.6	-0.7	17.9	-10.9	1.3	-9.4
58	CC1CCCCC1NC(=O)c1cccc(S(=O)(=O)N2CCN(Cc3ccccc3)CC2)c1 (stereo not drawn)	-0.4	i	-12.9	-0.5	-0.5	18.8	3.0	0.9	4.3
59	O=C(CN(Cc1ccc(F)cc1)C(=O)Cn1nnc2ccccc21)NCC1CCCO1 (stereo not drawn)	1.7	i	10.2	-1.4	0.2	-6.5	1.6	0.9	-0.3
60	O=C(N[C@@H](Cc1ccccc1)C(=O)OCc1ccccc1)c1nc[nH]c1C(=O)NCc1ccccc1	-0.9	i	19.3	3.8	-0.5	12.0	-5.3	2.5	-10.0
61	N/C(=N\OC(=O)Cc1ccc(Cl)cc1)c1cccnc1	-2.5	i	0.2	0.4	-0.3	-1.5	-3.0	.	-2.9

Of the compounds above, 2 contain a COOH group:
no.	smiles	CSN inh	Neddyl block	E coli Lon inh	Rin1 Abl inh	TbMetRS inhib	FAS TE block	MLLE-PAM2 inh	MsrA inh	bovine MsrA act
20	CC(=O)c1cc(N2CCC(C(=O)O)CC2)ccc1[N+](=O)[O-]	-12.9	i	-3.8	-1.0	-1.3	-1.5	5.7	2.7	-8.0
44	COc1ccc(C(=O)O)cc1S(=O)(=O)NCCc1ccccn1	0.7	i	-5.0	-3.4	-0.4	-4.3	19.9	0.5	-2.3
